Source: PubChem BioAssay
aSyn tox rescue = rescues yeast growth from alpha-synuclein toxicity; Potency, µM (highest dose often 46.1 µM), for the others: top-dose growth rescue (activation), most hits filed as activators; actives 0.02% (n = 94,000); S. cerevisiae alpha-synuclein toxicity rescue, BacTiter-Glo growth, 24 h; active = well fitted activation curve with a large enough effect; inconclusive = small, poorly fitted or top-dose-only effect; note: 0% is about no effect
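Growth restoration measured by BacTiter-Glo luminescence after 24 hr at 30 deg C; alpha-synuclein yeast, raffinose-pregrown to mid-log, were added at OD600=0.02 in galactose medium onto pinned compounds.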
Active calls of the source: *; ? = inconclusive; [ ] = another dose, or the depositor's remark. Potency is the fitted concentration of half-maximal effect.

SMILES	aSyn tox rescue
Cc1ccccc1-c1nc(CS(=O)CC(=O)N2CCN(c3cc(Cl)ccc3C)CC2)c(C)o1 (configuration not stated)	?
Cc1cccc(C)c1NC(=O)C(=O)NCC(c1cccnc1)N1CCc2ccccc21 (configuration not stated)	-1%
Cc1c(Cl)cccc1NC(=O)C(C)N(c1ccccc1)S(C)(=O)=O (configuration not stated)	0%
Cc1ccc(S(=O)(=O)Nc2cc3c(cc2N2CCOCC2)n(C)c(=O)n3C)c(C)c1	9%
O=C(Cn1nc(Cc2cccnc2)c2ccccc2c1=O)N1CCN(c2ccc(F)cc2)CC1	-7%
CCOC(=O)c1c(C)[nH]c(C)c1S(=O)(=O)N1CCC(C(=O)Nc2cc(C)ccn2)CC1	2%
O=Nc1ccc(O)c2ncccc12	-11%
CC(=O)c1cccc(NC(=O)NC2CC(=O)N(c3ccc4c(c3)OCCO4)C2)c1 (configuration not stated)	3%
Cc1ccc(NC(=O)N2CCC(NC(=O)c3cccc(C)c3)CC2)cc1	-2%
CCC(C)[C@H](NC(=O)Nc1ccc(S(N)(=O)=O)cc1)C(=O)OC (some centres not stated)	-3%
CN(C)c1cccc(C(=O)Nc2nnc(Cc3ccccc3)s2)c1	3%
CCOC(=O)N1CCc2c(sc3c2c(=O)n(CCc2ccccc2)c(=O)n3Cc2cc(C)ccc2C)C1	-1%
COc1ccc(OC)c(NC(=O)CSC2=NN3CCCC(=O)N=C3S2)c1	-7%
CC(=O)c1cccc(NC(=O)CN(C)Cc2ccc(OC(F)F)cc2)c1	0%
Cc1ccc(OCC(=O)NCCNC(=O)c2cccnc2)cc1C	10%
COc1ccc(C(=O)Nc2ccc3nc(SCC(=O)N4CCCC4)sc3c2)cc1	-10%
O=C(c1cccnc1)N1c2ccccc2Sc2ccccc21	8%
Cc1ccc(CNC(=O)CCc2c(C)nn(-c3ccc(N4CCCC4)nn3)c2C)cc1	0%
COc1ccc(S(=O)(=O)N2CCCCC2)cc1NCC(=O)Nc1ccc(C)cc1	-7%
COc1ccc(NS(=O)(=O)c2ccc(C)c(C(=O)NCc3ccccc3CN3CCCC3)c2)cc1	-9%
CCN1CCCC1CNCC(=O)Nc1ccc(OC(F)(F)F)cc1 (configuration not stated)	1%
CC(=O)Nc1ccc(NC(=O)C(C)OC(=O)c2ccc(C)s2)cc1 (configuration not stated)	-20%
CCC(C)NC(=O)Cn1c(=O)n(CCCCCC(=O)Nc2ccccc2)c(=O)c2sccc21 (configuration not stated)	1%
CCCCC(=O)Nc1nc2c(s1)COc1ccccc1-2	3%
COc1ccc(CC(=O)OCn2nnc3ccccc3c2=O)cc1OC	4%
CCC1=C(c2ccc(C)cc2)S(=O)(=O)N=C1N1CCC(C(=O)N2CCCCC2)CC1	11%
Cc1ccc(-c2nc(SCC(=O)NCC3CCCO3)c(-c3ccccc3)[nH]2)cc1 (configuration not stated)	-1%
CSc1cccc(NC(=S)N2CCC(N(C)C3CCCCC3)CC2)c1	12%
COc1cccc(CNC(=O)c2ccc3c(c2)sc2nc(-c4ccccc4)cn23)c1OC	5%
Cc1cccc(NC(=S)N(CCCN(C)C)Cc2cc3cc4c(cc3[nH]c2=O)OCO4)c1	0%
Cc1ccc(CNC(=O)CSc2c(C(C)C)cnc3c2c(=O)n(C)c(=O)n3C)cc1	2%
COc1ccc(C2N(c3ccc(OC)cc3)C(=O)C3CCCN32)cc1 (configuration not stated)	-1%
OCCCNc1ncnc2c1[nH]c1ccccc12	-7%
Cc1cc(C)c(NS(=O)(=O)c2cc(-c3cnc(C4CC4)o3)ccc2C)c(C)c1	-7%
COC(=O)c1ccc(CSc2nc3c(c(=O)n2-c2ccccc2)SCC3)o1	7%
CCC(C)NC(=O)c1cnn(-c2ccc(Cl)cc2)c1C1CCN(C(=O)OC(C)(C)C)CC1 (configuration not stated)	6%
O=C(c1ccc(-c2cc(Cl)ccc2Cl)o1)N1CCOCC1	6%
N#CC1(NC(=O)COC(=O)c2cc([N+](=O)[O-])ccc2N2CCOCC2)CCCCC1	3%
COc1ccc(Br)cc1CNC(=O)c1cc(=O)[nH]c2ccc(S(=O)(=O)N3CCCC3)cc12	0%
CCc1cccc(NC(=O)Nc2ccc3c(c2)N(C)C(=O)c2ccccc2S3)c1	3%
Cc1cc(C)n(CC(O)COc2ccc3ccccc3c2)n1 (configuration not stated)	8%
CC(=O)Nc1ccc(NC(=O)CCn2nnc3ccccc32)cc1	5%
Cc1ccc(NC(=O)c2ccc(NC(=O)N3CCSc4ncccc43)cc2)cc1Cl	5%
Cc1ccc2oc(=O)c3cc(C(=O)Nc4ccccc4C(N)=O)sc3c2c1	7%
Cn1ccnc1SCC(=O)Nc1cc(Cl)ccc1Cl	1%
Cc1cc(C)c(NC(=O)C2CCCN(S(=O)(=O)c3c(C)noc3C)C2)c(C)c1 (configuration not stated)	-7%
Cc1ccc(C)c(NC(=O)Cn2c(=O)n(Cc3ccc4c(c3)OCO4)c(=O)c3oc4ccccc4c32)c1	4%
CN1CCC(NC(=O)Nc2ccc(Br)cc2)CC1	3%
CCCCN(C)CCCNC(=O)CN1C(=O)COc2ccc(S(=O)(=O)N3CCC(C)CC3)cc21	8%
CC1CCN(c2ccc([N+](=O)[O-])cc2C(N)=O)CC1	1%
CCN(CC)c1ccc(/C=N/NS(=O)(=O)c2ccc(C)c([N+](=O)[O-])c2)cc1	-3%
CCc1ccc(NC(=O)C2CCCN(S(=O)(=O)c3cccc4cccnc34)C2)cc1 (configuration not stated)	1%
CCOc1ccc(CNCCSc2nnnn2C)cc1	7%
COc1ccc(-c2ccc(=O)n(CC(=O)NCCc3ccccc3)n2)cc1	3%
CCOC(=O)c1ccc(NC(=O)CN2C(=O)COc3ccc(Cl)cc32)cc1	-13%
Nc1ccn(CCCNCC(c2ccccc2)c2ccccc2)c(=O)n1	6%
Cc1ccc(C)c(N2CCN(C(=O)c3cc4c(=O)n(Cc5cccs5)ccc4nc3C)CC2)c1	?
Cc1ccc2nc(-c3cccc(NC(=O)CSc4ccc(Cl)cc4)c3)oc2c1	-23%
Cc1ccc(S(=O)(=O)N(C)C)cc1NC(=O)COC(=O)/C=C/c1ccc(F)cc1	3%
Cc1ccc(C)c(N2CCN(C(=O)CN3C(=O)COc4ccc(S(=O)(=O)N5CCCC5)cc43)CC2)c1	-5%

Of the compounds above, these have fluorine.
SMILES	aSyn tox rescue
O=C(Cn1nc(Cc2cccnc2)c2ccccc2c1=O)N1CCN(c2ccc(F)cc2)CC1	-7%
CC(=O)c1cccc(NC(=O)CN(C)Cc2ccc(OC(F)F)cc2)c1	0%
CCN1CCCC1CNCC(=O)Nc1ccc(OC(F)(F)F)cc1 (configuration not stated)	1%
Cc1ccc(S(=O)(=O)N(C)C)cc1NC(=O)COC(=O)/C=C/c1ccc(F)cc1	3%

Carrying on.
SMILES	aSyn tox rescue
CN1C(=O)[C@H]2[C@@H](c3ccccc3)N[C@]3(CCCN(Cc4ccco4)C3=O)[C@H]2C1=O	2%
Cn1nc(N)c2ncc(C(Cl)(Cl)Cl)nc21	-3%
COc1ccc(-n2c(SCCC(C)C)nc3sc4c(c3c2=O)CC(C(C)C)OC4)cc1 (configuration not stated)	-7%
O=C(CCn1cnnn1)Nc1ccc(F)cc1	?
COc1cc(OC)c2ccc(=O)oc2c1	-4%
Cc1cc(C)n(-c2nc(SCCN3CCOCC3)c3c4c(sc3n2)CCCC4)n1	-1%
COCCn1c(SCC(N)=O)nnc1-c1c[nH]c2ccccc12	-10%
CCCCNC(=O)CCn1c(=O)c2ccccc2n(Cc2cc(C)ccc2C)c1=O	8%
Cc1cccc(C(=O)NC2CCN(CC(=O)Nc3cccc(Cl)c3)CC2)c1	-2%
COc1ccc(OC)c(NC(=O)CSC2=Nc3ccccc3C3=NC(CCC(=O)NC4CCCCC4)C(=O)N23)c1 (configuration not stated)	-3%
COc1cc(OC)c(C(=O)OCC(=O)NCCC2=CCCCC2)cc1OC	3%
COc1ccc(C(OCC(O)CNCCc2ccc(S(N)(=O)=O)cc2)c2ccc(OC)cc2)cc1 (configuration not stated)	5%
Cc1ccc(-n2c(=O)c3cccnc3n2CC(=O)Nc2ccc(Br)cc2)cc1C	7%
CC(C)Cn1c(=O)c2ccccc2n2c(CCC(=O)N3CCN(c4cccc(Cl)c4)CC3)nnc12	3%
Cc1cc(-c2n[nH]c(=S)n2Cc2ccco2)n(C)n1	-4%
CCn1c(-c2ccc(S(=O)(=O)N3CCOCC3)cc2)csc1=Nc1ccc(C)c(Cl)c1	-5%
COc1ccc(-c2noc(N3CCC(C(=O)Nc4ccc(F)cc4)CC3)n2)cc1	3%
O=C(O)CCCN1C(=O)/C(=C/C=C/c2ccco2)SC1=S	-4%
CCS(=O)(=O)N1CCC(C(=O)N2CCN(Cc3ccccc3)CC2)CC1	-3%
CC1CCN(C(=O)c2ccc3c(c2)NC(=O)CN3)CC1	3%

Arranged by SMILES length (ascending): some entries from above
SMILES	aSyn tox rescue
COc1cc(OC)c2ccc(=O)oc2c1	-4%
CCCCNC(=O)CCn1c(=O)c2ccccc2n(Cc2cc(C)ccc2C)c1=O	8%
COc1ccc(-c2noc(N3CCC(C(=O)Nc4ccc(F)cc4)CC3)n2)cc1	3%
COc1ccc(-n2c(SCCC(C)C)nc3sc4c(c3c2=O)CC(C(C)C)OC4)cc1 (configuration not stated)	-7%
COc1ccc(OC)c(NC(=O)CSC2=Nc3ccccc3C3=NC(CCC(=O)NC4CCCCC4)C(=O)N23)c1 (configuration not stated)	-3%

The results go on:
SMILES	aSyn tox rescue
O=C(Nc1ncc2c(n1)-c1ccccc1CC2)C1CC1	4%
Cc1ccc(NC(=O)CN2C(=O)CCc3cc(S(=O)(=O)N4CCCCC4)ccc32)cc1C	-9%
Cc1ccc(Nc2nnc(-c3ccc(C)c(S(=O)(=O)N4CCN(C)CC4)c3)c3ccccc23)c(C)c1	0%
COc1ccc2c(C)cc(=S)[nH]c2c1	3%
COC(=O)c1ccccc1NC(=O)c1ccc2nccnc2c1	6%
Cc1cccc(NC(=O)CSCC(=O)Nc2ccccc2N2CCCCC2)c1	18%
Cc1ccc(C(c2c(O)cc(C)n(Cc3ccco3)c2=O)N2CCC(C)CC2)cc1 (configuration not stated)	7%
Cc1cc(F)ccc1NS(=O)(=O)c1ccc(-n2cccn2)cc1	3%
Cc1cc(NC(=O)c2cc(Cl)ccc2Cl)ccc1-c1cc2ccccc2oc1=O	-1%
Cc1cccc(N2C(=O)N(Cc3cccc(C#N)c3)c3ccccc3S2(=O)=O)c1	6%
COc1cccc(NS(=O)(=O)c2ccc3[nH]cc(C(=O)NC4CCCCC4)c(=O)c3c2)c1	-15%
CCC(=O)NCCc1nc2ccccc2n1CC(=O)c1ccccc1	0%
CCOc1cc(CNc2ccc(O)cc2)cc(Cl)c1OCc1ccccc1	2%
CC(=O)Nc1ccc(NC(=O)CCCn2nc(C)c3sc4ccccc4c3c2=O)cc1	-10%
CCN(CC(=O)Nc1ccc(NC(C)=O)cc1)CC(=O)Nc1cccc2ccccc12	-5%
Cc1cccc(Nc2c3c(nc4nncn24)CCC3)c1C	-1%
COCCN(C(=O)COC(=O)c1ccc2ccccc2c1)c1c(N)n(Cc2ccccc2)c(=O)[nH]c1=O	-1%
Cc1ccc(NC(=O)/C(C#N)=N/Nc2ccc(C(=O)O)cc2)c(C)c1	5%
COc1cccc(N2CCN(S(=O)(=O)c3cc4c(cc3Cl)NC(=O)CO4)CC2)c1	-6%
C=CCn1c(SCc2cc(=O)n3ccsc3n2)nc2cc(Cl)ccc2c1=O	-6%
CCC(C)NC(=O)C1c2ccccc2Oc2ccccc21 (configuration not stated)	-8%
COc1cccc(NC2c3ccccc3C(=O)N2Cc2ccccc2Cl)c1 (configuration not stated)	-18%
CCOCCCNC(=O)c1ccc2c(c1)ncn2-c1ccccc1OC	6%
O=C(NCCc1cn2cccnc2n1)C1CCC(=O)N(Cc2ccccc2F)C1 (configuration not stated)	-2%
O=Cc1ccc(N2CCCC2)c([N+](=O)[O-])c1	13%
C[C@@H]1CCCCO[C@H](CN(C)S(=O)(=O)c2cccs2)[C@@H](C)CN([C@H](C)CO)C(=O)c2cc(NC(=O)C3CCCCC3)ccc2O1	2%
Brc1ccc(-c2nnc3sc(CNCc4ccc5c(c4)OCO5)cn23)cc1	6%
CC(C)(C)OC(=O)N1CCC(c2c(C(=O)N3CCN(c4cccc(Cl)c4)CC3)cnn2-c2cccc(Cl)c2)CC1	-6%
COc1c2occc2cc2ccc(=O)oc12	5%
O=C(NCCc1ccc(Cl)cc1)c1ccc(Cn2c(=O)[nH]c3ccccc3c2=O)cc1	-5%
COc1ccc(/C=N/NC(=S)N[C@H]2CC3CCC2C3)cc1 (some centres not stated)	11%
COc1ccccc1NC(=O)CSc1nc(-c2cccc(Cl)c2)nc2c1Cc1c(CO)cnc(C)c1O2	0%
N#CC1=C(N)NC(=S)C(C(N)=O)C1c1ccccc1F (configuration not stated)	-38%[inhibitor]
O=C(COc1ccc(S(=O)(=O)N2CCOCC2)cc1Cl)NCc1ccc2c(c1)OCO2	-1%
Cc1cc2oc(C(=O)Nc3sc4c(c3C(=O)NCC3CCCO3)CCC4)cc(=O)c2cc1C (configuration not stated)	4%
CCN1C(=O)C(O)(c2c[nH]c3ccccc23)c2cc(Br)ccc21 (configuration not stated)	11%
Cc1[nH]c(=O)[nH]c(=O)c1Sc1ccccc1[N+](=O)[O-]	-3%
C[C@H](CO)N1C[C@H](C)[C@@H](CN(C)C(=O)c2ccc(F)cc2)Oc2cc(Br)ccc2S1(=O)=O	-13%

Part of the list above, reformatted:
| compound | aSyn tox rescue |
| --- | --- |
| OCCCNc1ncnc2c1[nH]c1ccccc12 | -7% |
| Cc1cc(C)c(NS(=O)(=O)c2cc(-c3cnc(C4CC4)o3)ccc2C)c(C)c1 | -7% |
| COC(=O)c1ccc(CSc2nc3c(c(=O)n2-c2ccccc2)SCC3)o1 | 7% |
| CCC(C)NC(=O)c1cnn(-c2ccc(Cl)cc2)c1C1CCN(C(=O)OC(C)(C)C)CC1 (configuration not stated) | 6% |
| O=C(c1ccc(-c2cc(Cl)ccc2Cl)o1)N1CCOCC1 | 6% |
| N#CC1(NC(=O)COC(=O)c2cc([N+](=O)[O-])ccc2N2CCOCC2)CCCCC1 | 3% |

Not all compounds are listed, so the mix of outcomes need not match the whole.
